Hsp70 displacement – small molecules displacing fluorescent ligand from Hsp70 – biochemical, fluorescence polarization, primary screen (AID 583) | 140,000 tested, 0.06% active | Hsp70 fluorescence polarization probe displacement, mP; higher % means a stronger effect | displacement, % at 20 µM, or IC50 in µM where a hit was titrated; in the data active means displacement above about 50%;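 further: plate controls were vehicle for no effect and reference ligand for full effect; a part of the inactive calls stands beside numbers as strong as those of hits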
Rat MKP-3 inhibitors – MKP-3 phosphatase inhibitors, primary screen, biochemical, rat enzyme, in vitro (AID 425); recombinant MKP-3 phosphatase activity, fluorescence; higher % means a stronger effect; 110,000 tested, 0.17% active; inhibition, % at 20 µM, or IC50 in µM where a hit was titrated; in the data active means inhibition above about 50%;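 further: plate controls were vehicle for no effect and reference inhibitor for full effect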
Active calls of the source: *; x = no result given; & = joins results of further samples.

SMILES	Hsp70 displacement	Rat MKP-3 inhibitors
COc1ccc(CN2CCN(C(=O)c3cccc(Cl)c3)CC2)cc1OC	-1.1%	0.7%
CC(C#N)Sc1ncnc2sc3c(c12)CCC3 (stereo not drawn)	0.6%	1.5%
CCC(=O)n1/c(=N/C(=N)N)nc(C)c2ccc(C)cc21	-3.9%	4.7%
COc1ccc(CCn2c(=S)[nH]c3cc(C(=O)NCc4ccco4)ccc3c2=O)cc1OC	7.5%	2.4%
CN1CCN(c2ccccc2NC(=O)c2cc3ccccc3o2)CC1	-3.5%	x
O=C(Nc1cccnc1)C1CCCN1S(=O)(=O)c1ccc(Cl)c(Cl)c1 (stereo not drawn)	6.9%	-2.3%
N/C(=N\OC(=O)c1ccccc1Br)c1ccccc1	3.8%	-1.3%
O=C(COC(=O)c1cnccn1)Nc1ccc2c(c1)OCO2	0.5%	-8.6%
O=C(O)CCc1ccc(-c2ccc(Cl)cc2)n1CCC(=O)O	1.9%	x
Cc1cc(Cl)cc(C)c1OCC(=O)O	3.7%	-5.9%
CCn1c(=O)cc(SCC(=O)NCC2CCCO2)c2ccccc21 (stereo not drawn)	-1.9%	-3.5%
CC1(C)CC(=O)C(=CN2CCN(C(=O)c3ccco3)CC2)C(=O)C1	3.0%	-15.3%
Cn1c(=O)c2cc(S(=O)(=O)NCCC(=O)N3CC=C(c4ccccc4)CC3)ccc2n(C)c1=O	2.4%	1.2%
Clc1ccc(CN2C3=NCCN3c3ccccc32)cc1Cl	1.5%	-13.3%
CC1=C(C(=O)OC(C)C)C(c2ccco2)NC(=O)N1 (stereo not drawn)	5.2%	x
COc1ccc(N2CC(C(=O)OCC(=O)c3ccc(Br)cc3)CC2=O)cc1 (stereo not drawn)	2.9%	-0.7%
CC(C)(C)c1cc(Br)ccc1OCC(=O)Nc1ccccc1[N+](=O)[O-]	-0.4%	0.6%
COc1ccc(CCNc2nc(N3CCCCC3)nc(N3CCCCC3)n2)cc1OC	-1.7%	1.3%
COc1cc(OC)cc(OCC(O)Cn2cnc(-c3ccccc3)c2)c1 (stereo not drawn)	-2.9%	-1.5%
CCOC(=O)CSCCOc1ccc(/C=C2/C(=O)NC(=O)N(c3ccc(C)cc3)C2=O)cc1OC	6.6%	1.3%
O=C(c1ccc(Cl)cc1)c1cc([N+](=O)[O-])ccc1Cl	2.9%	-1.1%
CC(C)=CCCC(C)NCc1ccco1 (stereo not drawn)	-4.3%	4.5%
Cc1nc(SCC(C)C)[nH]c(=O)c1Cc1ccccc1	1.5%	3.2%
COC(=O)COc1ccc(S(=O)(=O)N2CCOCC2)cc1	3.2%	-2.6%
Cc1cccc(OCCn2c(C)nc3ccccc32)c1	5.8%	4.8%
COc1ccc(NS(=O)(=O)c2ccc(O)c(C(=O)OCC(=O)N3CC(C)OC(C)C3)c2)cc1 (stereo not drawn)	-0.3%	1.0%
CCOc1ccccc1N1CCN(C(=O)c2cc(-c3ccccc3)nc3ccccc23)CC1	-1.5%	2.9%
COc1ccc(-n2c(O)c(C=Nc3ccc(C)cc3)c(=O)[nH]c2=O)cc1	-1.5%	1.3%
C=CCN1C(=O)/C(=C\c2ccc(OCCOCCOc3ccc(C)cc3)cc2)SC1=S	-4.4%	4.6%
COc1cccc(C(=O)NC2CCN(CC(=O)NCc3ccccc3OC)CC2)c1	-1.7%	4.7%
CCN1CCN(CCC(=O)Nc2cccc(OC)c2)CC1	2.1%	x
O=C(c1ccc(I)cc1)N1CCc2ccccc21	7.6%	-5.3%
CSc1cccc(NC(=O)CSc2ccccc2)c1	3.7%	-1.6%
C#CCSc1nc2ccccc2n1C(=O)/C=C/c1cccc([N+](=O)[O-])c1	8.0%	15.4%
C=C(C)COc1ccc(-c2n[nH]c(C)c2-c2ccccc2)c(O)c1	-3.1%	-2.7%
CCOC(=O)c1cnc(SCC(=O)Nc2nnc(CC)s2)nc1N	1.7%	-14.0%
COc1cc(C=C2C(=O)N(C)C(=O)N(C)C2=O)ccc1Oc1ccc([N+](=O)[O-])cn1	2.0%	2.1%
Cc1cccc2c1N(C(=O)CN1C(=O)c3ccccc3C1=O)C(C)(C)c1ssc(=S)c1-2	2.6%	0.3%
CCc1cc(=O)oc2cc(OCc3nn[nH]n3)ccc12	-4.9%	-3.5%
O=[N+]([O-])/C(C(Cl)=C(Cl)Cl)=C(\Nc1ccc(F)cc1)n1cncn1	0.2%	x
CC(=O)Nc1cc(-c2nn(C)c(=O)c3ccccc23)ccc1N1CCCCC1	5.0%	x
Cc1onc(-c2ccccc2Cl)c1C(=O)N1CCN(c2ccccc2)CC1	-2.8%	-4.6%
O=C(NCCCN1CCCCC1)c1ccc2c(=O)n(CCc3ccccc3)c(=O)[nH]c2c1	5.0%	-5.8%
O=C(CC(NS(=O)(=O)c1ccc(Cl)cc1)c1ccco1)NCc1ccco1 (stereo not drawn)	0.7%	4.9%
Cc1ccc(-c2nnc(SCC(=O)Nc3nccs3)n2N)cc1	-4.0%	x
O=C(O)C1CCCN1C(=O)OCc1ccccc1 (stereo not drawn)	-0.1%	6.8%
COc1ccc(NC2SC(=O)NC2=O)cc1 (stereo not drawn)	-1.0%	0.1%
COc1ccc(N2CCN(C(=O)c3cc4c(-c5ccc(Cl)cc5)nn(C)c4s3)CC2)cc1	0.4%	2.4%
O=C(Nc1ccccc1)N1CC=C(c2ccc(F)cc2)CC1	5.1%	-1.5%
O=C(CC1(O)C(=O)N(Cc2cccc3ccccc23)c2ccccc21)c1cccnc1 (stereo not drawn)	4.4%	x
CCOC(=O)C1=C(C)N(CCOC)C(=O)/C1=C\c1ccccc1[N+](=O)[O-]	-3.6%	2.9%
COc1ccccc1N1CCN(C(=O)Cn2cnc3c2c(=O)n(C)c(=O)n3C)CC1	-0.4%	4.0%
Cc1ccc(CC2C(=O)N(c3cc(C)ccc3C)C(=O)C2C)cc1 (stereo not drawn)	-3.3%	-5.2%
CCc1ccc(CNCc2ccc3c(c2)OCO3)cc1	-3.5%	3.4%
O=C(OCn1nnc2ccccc2c1=O)c1cccnc1	-1.7%	-10.6%
O=C(NC(c1ccccc1)c1ccccc1)N1CCN(CCO)CC1	-1.4%	-22.2%
CCOC(=O)c1ccccc1NC(=O)c1cnn2c1NC(c1ccccc1)CC2C(F)(F)F (stereo not drawn)	-0.5%	3.3%
CCn1c(SCC(=O)O)nc2sc3c(c2c1=O)CCC3	26.0%	x
Cc1c(NC(=O)C2(C)CCCCC2)c(=O)n(-c2ccccc2)n1C	-0.3%&0.6%	-9.1%&-0.2%
CCOc1ccc(-c2nc3cc(NC(=O)c4ccc(Br)o4)ccc3o2)cc1	3.2%	-1.3%

Remaining list, next part
SMILES	Hsp70 displacement	Rat MKP-3 inhibitors
COC(=O)C1=C(C)Nc2ncnn2C1c1ccc(OCc2ccccc2)cc1 (stereo not drawn)	0.0%	-10.1%
CC1CCC(C(C)C)C(OCC(O)CN2CCOCC2)C1 (stereo not drawn)	1.9%	x
O=C(Nc1cccc(Cl)c1)c1cccc(NC(=S)Nc2ccc(F)cc2)c1	2.4%	12.1%
CC1CCCN(C(=O)CSc2nnc(-c3cccnc3)n2C2CCCCC2)C1 (stereo not drawn)	-1.8%	-5.9%
COc1cc(OC)c(C=C2C(=O)NC(=S)NC2=O)cc1Br	-0.6%	-4.0%
CC(C)Cc1nnc(NC(=O)Nc2ccc(Cl)c(Cl)c2)s1	-0.1%	2.7%
CC(C)N(C(=O)c1ccc(-c2nc3ccccc3s2)cc1)C(C)C	-0.2%	-2.4%
CC(NC(=O)c1cc(-c2ccc(Br)cc2)on1)c1ccccc1 (stereo not drawn)	-2.2%	-0.5%
COc1ccc(-n2nc3c(c2NC(=O)C2CCCC2)CS(=O)C3)cc1 (stereo not drawn)	-1.9%	0.6%
Cn1c(SCC(=O)Nc2ccc3c(c2)oc2ccccc23)nnc1-c1ccccc1	4.2%	12.6%
COCCN1C(=O)/C(=C/c2cccc3ccccc23)SC1=S	-5.7%	3.1%
COc1cc(C(=O)Nc2ccccc2C(N)=O)cc(OC)c1OC	-2.9%	0.0%

13 entries from above, with two lines to a compound.
Results follow in this order: Hsp70 displacement	Rat MKP-3 inhibitors
> CCOC(=O)c1ccccc1NC(=O)c1cnn2c1NC(c1ccccc1)CC2C(F)(F)F (stereo not drawn)
    -0.5%	3.3%
> CCn1c(SCC(=O)O)nc2sc3c(c2c1=O)CCC3
    26.0%	x
> Cc1c(NC(=O)C2(C)CCCCC2)c(=O)n(-c2ccccc2)n1C
    -0.3%&0.6%	-9.1%&-0.2%
> CCOc1ccc(-c2nc3cc(NC(=O)c4ccc(Br)o4)ccc3o2)cc1
    3.2%	-1.3%
> COC(=O)C1=C(C)Nc2ncnn2C1c1ccc(OCc2ccccc2)cc1 (stereo not drawn)
    0.0%	-10.1%
> CC1CCC(C(C)C)C(OCC(O)CN2CCOCC2)C1 (stereo not drawn)
    1.9%	x
> O=C(Nc1cccc(Cl)c1)c1cccc(NC(=S)Nc2ccc(F)cc2)c1
    2.4%	12.1%
> CC1CCCN(C(=O)CSc2nnc(-c3cccnc3)n2C2CCCCC2)C1 (stereo not drawn)
    -1.8%	-5.9%
> COc1cc(OC)c(C=C2C(=O)NC(=S)NC2=O)cc1Br
    -0.6%	-4.0%
> CC(C)Cc1nnc(NC(=O)Nc2ccc(Cl)c(Cl)c2)s1
    -0.1%	2.7%
> CC(C)N(C(=O)c1ccc(-c2nc3ccccc3s2)cc1)C(C)C
    -0.2%	-2.4%
> CC(NC(=O)c1cc(-c2ccc(Br)cc2)on1)c1ccccc1 (stereo not drawn)
    -2.2%	-0.5%
> COc1ccc(-n2nc3c(c2NC(=O)C2CCCC2)CS(=O)C3)cc1 (stereo not drawn)
    -1.9%	0.6%

(list continues)
SMILES	Hsp70 displacement	Rat MKP-3 inhibitors
NC(=O)c1ccccc1NC(=O)CCN1C(=O)c2ccccc2C1=O	3.1%	x
Cc1ccc(NCC(=O)N/N=C\c2cc(Br)ccc2O)cc1	0.1%	0.1%
CCOCCCNC(=O)C1CCN(S(=O)(=O)N2CCCCC2)CC1	-4.4%	4.6%
Fc1ccc2[nH]c3c(N4CCN(Cc5ccc6c(c5)OCO6)CC4)ncnc3c2c1	x	3.5%
O=C1CSC(c2cn(-c3ccccc3)nc2-c2ccccc2)N1Cc1ccco1 (stereo not drawn)	6.7%	-8.0%
Cc1ccc(S(=O)(=O)N2CCN(C(=O)c3ccccc3)C2C(C)C)cc1 (stereo not drawn)	4.4%&1.9%	2.9%&1.2%
Cc1ccc(NC2=CC(c3ccc4c(c3)OCO4)N(c3ccc(C)cc3)C2=O)cc1 (stereo not drawn)	-2.0%	1.4%
O=C(Nc1ccccn1)c1cccc(S(=O)(=O)N2CCCCC2)c1	x	3.0%
Cn1c(=O)[nH]c(=O)c2c1ncn2CCN1CCCCC1	-2.3%	-0.5%
CCCc1nc(C)c(-c2ccc(OC)c(OC)c2)c(=O)[nH]1	-1.2%	-11.2%&3.4%
O=C(Nc1cccnc1)C1CC(c2ccc(Cl)c(Cl)c2)=NO1 (stereo not drawn)	2.5%	-6.9%
COC(=O)c1ccc(CN2C(=O)c3ccccc3S2(=O)=O)cc1	-1.1%	-15.8%

Reprinted from the part before: two compounds, followed by the next part.
SMILES	Hsp70 displacement	Rat MKP-3 inhibitors
O=C(Nc1cccnc1)C1CC(c2ccc(Cl)c(Cl)c2)=NO1 (stereo not drawn)	2.5%	-6.9%
COC(=O)c1ccc(CN2C(=O)c3ccccc3S2(=O)=O)cc1	-1.1%	-15.8%
CCc1nc2ccccc2n1CC(=O)N1CCN(S(=O)(=O)c2cccc(C(F)(F)F)c2)CC1	-2.2%	x
C/C(=N\NC(=O)CCc1ccccc1)c1cccc(N)c1	4.7%	-4.5%
CC(=O)Nc1ccc(SCC(=O)N(CCC#N)c2ccc(C)cc2)cc1	2.2%	-12.7%
CSC1=NC2(CCCCC2)C2=C(CCCC2)N1	-0.4%	2.5%
O=C1N=C(N2CCOCC2)S/C1=C1\C(=O)N(Cc2ccccc2)c2ccc(Br)cc21	1.8%	-5.8%
Cc1ccc(C(=O)CSc2nnc(-c3ccco3)o2)o1	8.2%	x
O=C(CCNC(=O)Cn1cnc2ccccc2c1=O)NCC1COc2ccccc2O1 (stereo not drawn)	1.2%	6.8%
COc1ccc(C(=O)O)cc1S(=O)(=O)Nc1cccc(C)c1	-3.8%	-4.4%
O=C(CSc1ccccc1C(=O)NCCCN1CCCC1=O)NCc1ccco1	1.4%	-5.0%
Cc1ccc(NC(=O)NCCCN2CCOCC2)cc1	2.5%	3.0%
CC1Cn2c(nnc2-c2cc3ccccc3cc2O)S1 (stereo not drawn)	2.9%	x
CCc1ccccc1S(=O)(=O)Cc1ccc(C(=O)NC(C)C)o1	-1.5%	-1.7%
COc1ccc(C2C(C#N)=C(N)OC3=C2C(=O)CC(C)C3)c(OC)c1OC (stereo not drawn)	6.7%	-11.8%
O=C(N1CCOCC1)N(Cc1ccccc1)c1ccccn1	-0.8%	-11.4%
CCN1CC2=C(OC(N)=C(C#N)C2c2cccs2)/C(=C\c2cccs2)C1 (stereo not drawn)	4.3%	x
c1coc(CSCc2cn3cccnc3n2)c1	-0.2%	3.7%
CC1(C)CC(=O)C2=C(C1)N(c1ccccc1)C(N)=C(C#N)C2c1ccsc1 (stereo not drawn)	0.1%	x
CCC1CCCCN1S(=O)(=O)c1ccc(C(=O)Nc2nnc(-c3ccccc3Cl)o2)cc1 (stereo not drawn)	-3.9%	-1.9%
CC(=O)OCC(=O)[C@@]1(O)CC[C@H]2[C@@H]3CCC4=CC(=O)CC[C@]4(C)[C@H]3[C@@H](O)C[C@@]21C	-5.1%	-4.5%
O=C1OCCC1Sc1ncnc2sc3c(c12)CCC3 (stereo not drawn)	0.8%	1.2%
COc1ccc(C2CC(C(F)(F)F)n3nc(C(=O)NCCc4ccccc4)c(Cl)c3N2)cc1OC (stereo not drawn)	3.8%	-0.1%
COc1cc(CC(=O)Nc2ccc(S(=O)(=O)Nc3ncccn3)cc2)cc(OC)c1OC	1.5%	3.4%
COc1ccc(-c2c3c(nc4sc(C(=O)Nc5ccccc5)c(N)c24)CCC3)cc1	-2.1%	x

Not all compounds are listed (hit frequency here may not be typical).
